Screens from PubChem.
RXFP1 antagonist = blocks the human relaxin receptor RXFP1 | HEK293-RXFP1, relaxin-stimulated cAMP HTRF, 30 min; hits give low values | AID 1259400 | 0.59% of 350,000 active | activity change, negative = inhibition, % at 57.5 µM;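 active = activity change of -60% or lower, but not beyond a set lower limit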; note: % is set by controls: 0 for no effect and ±100 for the full control effect
Target sequence (Q9HBX9 whole entry, looked up): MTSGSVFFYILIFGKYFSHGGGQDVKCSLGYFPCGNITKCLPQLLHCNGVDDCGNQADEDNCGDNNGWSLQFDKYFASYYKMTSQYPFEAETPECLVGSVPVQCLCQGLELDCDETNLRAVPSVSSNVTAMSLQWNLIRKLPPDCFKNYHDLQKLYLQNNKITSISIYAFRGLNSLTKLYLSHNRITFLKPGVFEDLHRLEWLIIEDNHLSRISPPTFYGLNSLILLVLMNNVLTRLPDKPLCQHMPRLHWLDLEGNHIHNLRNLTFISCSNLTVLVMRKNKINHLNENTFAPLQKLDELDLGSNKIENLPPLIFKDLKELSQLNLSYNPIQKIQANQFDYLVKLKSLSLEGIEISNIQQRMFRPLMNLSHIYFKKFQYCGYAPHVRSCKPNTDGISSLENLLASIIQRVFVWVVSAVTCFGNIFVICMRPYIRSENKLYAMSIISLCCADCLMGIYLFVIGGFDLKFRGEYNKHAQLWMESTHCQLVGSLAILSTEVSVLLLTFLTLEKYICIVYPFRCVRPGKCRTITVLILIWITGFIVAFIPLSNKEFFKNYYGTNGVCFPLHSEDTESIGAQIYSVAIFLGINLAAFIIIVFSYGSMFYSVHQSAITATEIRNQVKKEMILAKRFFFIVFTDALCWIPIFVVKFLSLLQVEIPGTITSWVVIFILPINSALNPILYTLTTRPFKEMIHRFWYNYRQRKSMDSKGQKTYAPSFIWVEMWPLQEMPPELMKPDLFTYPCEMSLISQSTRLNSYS
D2 agonist = agonists of human D2 dopamine receptor | HEK293 T-REx D2 cells, calcium flux agonist mode | activation, % at 2 µM | 0.53% of 340,000 active;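 active = activation over 3 SD above normal in the single-dose calcium agonist read, cut at about 30% in these data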; note: 0% is about no effect
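Agonism is scored from calcium flux in a force-coupled, inducible HEK293 cell line expressing D2, read kinetically for 180 s after compound addition against dopamine controls.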
D1 potentiator = human D1 dopamine receptor positive modulation; P21728; HEK293 TREx D1 cells, calcium flux, dopamine EC20 potentiation; potentiation, % at 10 µM; 0.036% of 360,000 active; AID 504651; in the data active = potentiation above about 30%; note: 0% is about no effect
D2 antagonist = D2 dopamine receptor (human) antagonism; HEK293 TREx D2 cells, calcium flux, dopamine EC80; inhibition, % at 10 µM; 2% of 340,000 active; in the data active = inhibition above about 30%; note: 0% is about no effect
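In this primary screen, negative modulation is detected by tracking calcium flux after an EC80 dopamine challenge in inducible HEK293 T-REx D2 cells preexposed to test compound for 180 s.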
D2 potentiator = positive allosteric modulators of human D2 dopamine receptor; HEK293 T-REx D2, calcium flux, EC20 dopamine potentiation; P14416; 0.34% of 340,000 active; potentiation, % at 10 µM;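 active = potentiation over 3 SD above the plate norm, cut at about 30% in these data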; note: 0% is about no effect
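Cells plated with tetracycline inducer and held overnight at 30 C; calcium dye loaded 30–90 min at room temperature; baseline taken, compound added and read 180 s; EC20 dopamine then added and read 180 s.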
D1 antag = human D1 dopamine receptor antagonism; HEK293 TREx D1 cells, calcium flux, dopamine EC80; hits give low values; activity change, negative = inhibition, % at 10 µM; 3.2% of 360,000 active; AID 504652; in the data active = activity change below about -30%; note: % is set by controls: 0 for no effect and ±100 for the full control effect
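Compound effects on dopamine-evoked calcium signalling were measured in tetracycline-induced HEK293 Trex D1 cells. Dopamine at EC80 followed a 180 s compound pre-read, and fluorescence was tracked kinetically for 180 s more.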
TRHR PAM = allosterically enhances the human TRH receptor. P34981. TRHR cells, fluo-8 calcium fluorescence, EC20 TRH enhancement. enhancement, % at 2 µM. 0.66% of 360,000 active. AID 493056; in the data active = enhancement above about 30%; note: 0% is about no effect
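TRHR-expressing cells loaded with fluo-8 calcium dye were read kinetically (ex 480/em 530) during compound addition, then stimulated with an EC20 of TRH (10 nM final). Enhancement of the Gq-mediated intracellular calcium response was scored.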
TRHR ag = TRH receptor (human) agonism; P34981; TRHR cells, calcium flux fluo-8, FDSS agonist mode; activation, % at 2 µM; 0.18% of 360,000 active; note: 0% is about no effect
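Fluo-8-loaded TRHR cells; 10 s baseline, compound added, kinetic Ca2+ fluorescence read 1/s, agonist mode.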
D1 ag = agonists of human D1 dopamine receptor; activation, % at 2 µM; HEK293 T-REx D1 cells, calcium flux, agonist mode; 1% of 360,000 active; note: 0% is about no effect
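Agonism was scored from calcium flux recorded over 180 s (1 read/s) after pintool compound addition, following a 10-cycle baseline. Cells were inducible force-coupled HEK293 TREx D1, plated overnight at 30 C and loaded with no-wash calcium dye.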
* = called active by the depositor; . = no result given. Cut-off read from the data, not from the text of the source, unless noted: active = activation above about 30%; inactive = the rest.

SMILES	RXFP1 antagonist	D2 agonist	D1 potentiator	D2 antagonist	D2 potentiator	D1 antag	TRHR PAM	TRHR ag	D1 ag
CC1CCCN(S(=O)(=O)c2ccc3c(c2)n(C)c(=O)c(=O)n3C)C1 (stereo not drawn)	8	-0.6	14	-8	-4	4	-8	0.2	5
COc1ccc(OC)c(NC(=O)CSc2nnc(CNC(=O)c3cccs3)o2)c1	-13	-0.5	7	-1	-2	-9	2	0.1	2
Cc1cc(C)c(OCCN2C(=O)NC(C)(C)C2=O)c(Cl)c1	-1	0.3	-1	0	4	-2	0	-0.4	8
O=c1c(Cc2ccccc2O)c(O)nc2n1CCCS2	-9	-1.8	0	24	6	-7	4	-0.3	3
O=S(=O)(Nn1cnnc1)c1ccccc1Cl	11	0.7	-7	30*	9	-8	-3	-0.2	1
CCOC(=O)c1cc(S(=O)(=O)N2CCN(C(=O)OCC)CC2)cn1C	2	-0.4	-4	0	-18	0	0	0.1	1
O=C(CSc1nnc(-c2ccccn2)n1Cc1ccccc1)NC1CCCC1	-3	0.3	-8	-5	10	-8	-10	-0.9	2
O=C(CCC(=O)OC(C(=O)c1ccccc1)c1ccccc1)Nc1ccccc1 (stereo not drawn)	-11	0.5	-4	-11	-5	-3	-3	0.4	2
COc1ccc(CNC(=O)Cn2ncc3c(=O)oc4ccc(C)cc4c32)c(OC)c1	-1	-1.2	0	.	7	7	1	-1.7	2
CCc1ccc(-c2nn(CC(=O)NCc3ccccc3)c3c2cnc2ccc(C)cc23)cc1	-6	.	-5	.	10	4	3	0.2	2
COc1ccc(OC)c(NC(=O)C(=O)NCc2ccncc2)c1	-6	-2.0	4	-28	-1	7	-2	0.5	-1
Cc1ccc(C)c(NC(=O)CCN2CC(C)OC(C)C2)c1 (stereo not drawn)	-6	-0.3	-7	-13	1	4	-2	-0.1	7
Cc1c(Cl)cccc1NC(=O)C1CCN(c2nc3ccccc3[nH]2)CC1	-16	-1.3	0	.	5	13	0	0.2	-1
NC(=O)C1CCN(c2ncccc2[N+](=O)[O-])CC1	-11	2.1	1	-12	-6	-1	-2	1.1	2
COC(=O)COc1coc(CN2CCN(c3cccc(Cl)c3)CC2)cc1=O	-13	-0.6	3	-11	3	4	-2	0.3	6

Shown with values under each structure: part of the list above.
Sequence of screens: RXFP1 antagonist	D2 agonist	D1 potentiator	D2 antagonist	D2 potentiator	D1 antag	TRHR PAM	TRHR ag	D1 ag
- Cc1c(Cl)cccc1NC(=O)C1CCN(c2nc3ccccc3[nH]2)CC1
  -16	-1.3	0	.	5	13	0	0.2	-1
- NC(=O)C1CCN(c2ncccc2[N+](=O)[O-])CC1
  -11	2.1	1	-12	-6	-1	-2	1.1	2

Next section:
SMILES	RXFP1 antagonist	D2 agonist	D1 potentiator	D2 antagonist	D2 potentiator	D1 antag	TRHR PAM	TRHR ag	D1 ag
CCN1CCN(S(=O)(=O)c2c(C)[nH]c(C)c2C(=O)N2CCCCC2)CC1	7	0.8	-6	5	6	12	-2	-0.2	4
CCOC(=O)c1c(C(F)(F)F)cc(-c2ccc(F)cc2)nc1C	-13	-2.0	5	-1	12	7	3	-0.3	1
Cc1ccc(S(=O)(=O)c2cnc(SCC(=O)Nc3cc(C)cc(C)c3)nc2N)cc1	.	.	7	.	4	-4	4	0.4	4
C(=N\Nc1nccc(-c2cccnc2)n1)/c1ccccc1	-6	0.8	0	11	6	-3	16	-0.6	-1
CCOC(=O)C1CCN(c2ncnc3cc(OC)c(OC)cc23)CC1	8	1.9	-2	3	14	3	3	-0.2	4
CCOc1ccc(Cn2nnc(C(=O)NCc3ccccc3)c2N)cc1	-14	2.8	.	-27	5	-5	13	4.9	37*
O=Cc1ccccc1Oc1nc(N2CCOCC2)nc(N2CCOCC2)n1	11	0.2	1	-3	-1	-11	1	0.9	2
COc1ccc(S(=O)(=O)N(CC(=O)NCc2ccccc2)c2ccc(C)cc2)cc1OC	-9	-1.1	-1	.	1	-11	-5	-0.3	-1
COc1ccc(-c2noc(N3CCC(C(=O)NCCCN4CCCC(C)C4)CC3)n2)cc1 (stereo not drawn)	1	-0.3	-8	-4	-3	-2	5	0.5	1
CCOc1ccc(NC(=O)CN(C)C(=O)C2CSC3(C)CCC(=O)N23)cc1OCC (stereo not drawn)	-2	0.0	.	9	-3	-13	0	-0.1	3
COc1ccc(N2C(=O)C(CC(=O)Nc3ccccc3)N(Cc3ccc4c(c3)OCO4)C2=O)cc1 (stereo not drawn)	8	0.4	9	43*	13	-1	15	-0.3	-1
COc1ccc(/C=N/NC(=O)CNC(=O)c2ccncc2)cc1OC	-16	.	2	.	.	10	1	-0.5	1
CC(C)n1nnnc1SCC(=O)c1c(N)n(C2CC2)c(=O)[nH]c1=O	8	0.7	.	26	2	-11	-3	-0.1	4
CCOC(=O)[C@H]1[C@H]2COc3cc(OC)ccc3[C@@H]2N2C(=O)N(c3ccc(Br)cc3)C(=O)[C@@]12C	.	.	-5	.	.	-56*	0	0.3	2
COc1ccc(NC(=O)c2cc(-c3ccccc3)nc3c2c(C)nn3-c2ccccc2)c(OC)c1	-4	0.0	-5	-7	9	1	-2	0.8	4

Shown as a hit in D2 antagonist (from the list above):
| structure | RXFP1 antagonist | D1 potentiator | D2 antagonist | D2 potentiator | D1 antag | TRHR PAM | TRHR ag | D1 ag |
| --- | --- | --- | --- | --- | --- | --- | --- | --- |
| O=S(=O)(Nn1cnnc1)c1ccccc1Cl | 11 | -7 | 30* | 9 | -8 | -3 | -0.2 | 1 |
| COc1ccc(N2C(=O)C(CC(=O)Nc3ccccc3)N(Cc3ccc4c(c3)OCO4)C2=O)cc1 (stereo not drawn) | 8 | 9 | 43* | 13 | -1 | 15 | -0.3 | -1 |

Later entries.
SMILES	RXFP1 antagonist	D2 agonist	D1 potentiator	D2 antagonist	D2 potentiator	D1 antag	TRHR PAM	TRHR ag	D1 ag
COc1ccc(OC)c(N=c2ssnc2Cl)c1	-8	0.0	-4	-11	-6	10	-8	1.7	6
C/C(=C/C(=O)Nc1cccc(F)c1)N1CCCC1	-40	3.3	-6	-1	17	5	0	-0.1	3
CS(=O)(=O)N(CC(=O)NC1CCCCC1)c1cccc(F)c1	9	-5.1	-13	-1	9	3	6	-0.9	1
O=C1c2ccccc2C(=O)N1S(=O)(=O)c1ccccc1	4	0.3	-1	11	-13	4	9	-0.7	3
COc1ccc(OCc2cc(C(=O)N(C)Cc3cnccn3)no2)c(Cl)c1	0	-0.3	-4	5	-10	20	-9	-1.1	1
CCOc1ccccc1NC(=O)COC(=O)C(CC(C)C)N1C(=O)C2CC=CCC2C1=O (stereo not drawn)	19	-0.7	-5	-4	-10	-8	-2	0.0	1
O=C(NNC(=O)C1CCN(S(=O)(=O)c2ccc(Cl)cc2)CC1)c1ccc(S(=O)(=O)N2CCCCC2)cc1	0	-1.1	-10	5	9	-3	20	0.1	4
COC(C(=O)Nc1cc([N+](=O)[O-])ccc1C)c1ccccc1 (stereo not drawn)	-4	0.2	-4	3	-4	.	1	-0.5	-1
Clc1ccccc1CN(Cc1ccccc1)C(c1cccs1)c1nnnn1C1CCCC1 (stereo not drawn)	13	0.1	-8	50*	-6	-34*	-6	0.2	3
CN(CC(=O)Nc1ccccc1)CC(=O)Nc1ccc(F)cc1	12	1.1	.	-7	4	8	-10	1.2	8
O=C(CSc1ncn[nH]1)NN(c1ccccc1)c1ccccc1	1	0.9	-1	-3	-2	14	6	-0.2	1
O=C(NC1CCCCCC1)C1c2ccccc2C(=O)N1Cc1ccccc1Cl (stereo not drawn)	5	-0.3	1	.	2	-5	-5	-1.1	-2
CCn1c(=NC(=O)c2ccc(S(=O)(=O)N3CCCC3)cc2)sc2cc(Br)ccc21	.	-0.4	-1	.	-6	10	-4	1.3	-1
O=C(O)CCN1C(=O)C(=C2CCCCCC2)SC1=S	-15	-0.1	-3	4	1	8	0	0.2	3
COc1cccc(CNC(=O)C2CCCN(S(=O)(=O)c3c(C)[nH]c(=O)[nH]c3=O)C2)c1 (stereo not drawn)	1	0.2	12	-9	15	-2	6	-0.3	-1
CC(Oc1ccc2ccc(=O)oc2c1)C(=O)NC(Cc1c[nH]c2ccc(O)cc12)C(=O)O (stereo not drawn)	.	-0.6	-8	44*	-24	-87*	-21	0.6	0
COc1ccc(Cl)cc1NC(=O)CN(C)CC(=O)Nc1c(C)n(C)n(-c2ccccc2)c1=O	-5	-0.2	-2	-11	6	-9	1	-0.1	2
Nc1ccc(C(=O)Nc2ccc3nc(-c4ccncc4)[nH]c3c2)cc1	6	0.2	1	3	5	2	6	-0.5	1
CC1CCCCC1NC(=O)C1CCN(S(=O)(=O)c2cccc3nonc23)CC1 (stereo not drawn)	8	1.5	-10	0	3	4	-1	0.3	2
Cc1ccc2oc(=O)c(/C=C(\O)CC(C)C)nc2c1	.	0.7	-2	-1	3	24	8	0.7	2
COc1cc(/C=C2/C(=O)NN(c3ccc(Cl)cc3)C2=O)cc(OC)c1O	-4	6.3	10	-6	4	19	5	16	7
COc1ccccc1-c1ccc(=O)n(CC(=O)NCC2CCCO2)n1 (stereo not drawn)	-13	-0.8	-1	18	-8	0	1	0.3	2
O=C1SC(c2ccccc2)=N/C1=C/c1ccco1	-15	0.3	1	19	14	-2	19	0.1	1
O=S(=O)(/N=C/c1c(O)ccc2ccccc12)c1cccs1	.	0.4	-5	23	-7	-17	-5	-0.3	1
O=C(NCCCN1CCN(c2ccccc2F)CC1)C1CCN(S(=O)(=O)N2CCOCC2)CC1	-14	-0.4	-10	-21	-4	-88*	8	-0.3	9
Oc1ccc(N2CCN(c3nc(-c4cccs4)nc4ccccc34)CC2)cc1	-29	-1.0	-3	20	-6	-29	3	-0.2	0
Cc1nnn(C23CC4CC(CC(CC(=O)Nc5cccc(F)c5)(C4)C2)C3)n1	-9	-0.4	1	-3	-3	-12	0	-0.1	3
O=C(c1cnn2c(C(F)F)cc(-c3ccccc3)nc12)N1CCCCC1c1cccnc1 (stereo not drawn)	-10	-0.7	-1	0	6	18	5	0.6	0
O=C(COC(=O)c1cc(=O)[nH]c2ccccc12)c1ccc(Br)cc1	-12	-2.1	-5	-3	4	4	-4	-1.6	6
O=C(N/N=C/c1ccc2c(c1)OCO2)c1ccc(NC(=O)c2ccccc2Cl)cc1	4	-0.1	-9	-1	-12	-15	11	0.2	9
COc1ccc(CCNC(=O)CSc2nnc(-c3cccc(C)c3)o2)cc1OC	-10	0.1	-7	-15	7	-16	-5	-0.4	18
COc1ccc(N2C(=O)C(CC(=O)Nc3ccc(F)cc3)N(CCc3ccc(OC)c(OC)c3)C2=O)cc1 (stereo not drawn)	-1	-1.4	-2	-12	-6	4	6	-0.1	2
CCOC(=O)CN1NC2(CCCCC2)NC1=S	-13	.	-1	.	.	-14	5	0.5	2
CCNc1nc(NC(C)(C)C)nc(N2CCCCC2)n1	-16	1.3	10	6	21	19	4	2.5	29
COc1ccc(-c2nc(CN3CCN(C(=O)c4ccco4)CC3)c(C)o2)c(OC)c1C	-21	102*	-6	92*	-24	-8	14	-0.8	0
COc1ccc(C(=O)CC(=O)c2ccccc2O)cc1	-1	0.2	-6	3	-1	3	12	0.1	0
